12-LOX inh: ALOX12 (human) lipoxygenase inhibition | 1.1% of 580,000 active | P18054 | purified 12hLO, xylenol orange hydroperoxide absorbance | Potency, µM (doses to about 108 µM), inactives show top-dose activity change, negative = inhibition, usual class: inhibitors; also: % is scaled to controls: 0 for no effect and ±100 for the full control effect
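Hydroperoxide product was detected by ferrous iron/xylenol orange as the 573 to 405 nm absorbance ratio. Arachidonic acid at 40 uM (final) was turned over for 30 min at room temperature by 150 nM human 12hLO, pH 7.0 Hepes buffer, after 15 min compound preincubation.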
Vif-APOBEC3G blk: Vif-A3G binding inhibition; HeLa A3G-eYFP + Vif (tagged APOBEC3G with the HIV-1 protein that degrades it), YFP fluorescence, overnight; Potency, µM (titrated, usually from 46.1 µM), without a hit: at the top dose activity, negative = active, most hits filed as inhibitors; 0.076% of 410,000 active;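 also: % is scaled to controls: 0 for no effect and ±100 for the full control effect; nearly all actives have a fitted effect of over 60% in size; hits raise eYFP signal because A3G escapes Vif-driven loss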
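HeLa cells stably expressing Vif and C-terminally eYFP-tagged A3G, seeded overnight at 37 deg C, then exposed to compound by pintool overnight at 37 deg C. Rise in yellow fluorescence (Ex 488/Em 500-530, Acumen) marks blocked Vif-driven A3G degradation.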
TrxR1 inh: rat TrxR1 inhibition; O89049; Potency, µM (doses to about 114 µM), without a hit: at the top dose activity change, negative = inhibition, usual class: inhibitors; recombinant rTrxR1, NADPH fluorescence consumption, selenite substrate; 1% of 390,000 active; also: % is scaled to controls: 0 for no effect and ±100 for the full control effect; nearly all actives have a fitted effect of over 65% in size
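Rat TrxR1 (90 nM in the dispensed reagent) was pre-reduced with 400 uM NADPH for 5 min at room temperature, then incubated with compound for 15 min. After 400 uM selenite was added, NADPH fluorescence (Ex 340/Em 450 nm) was followed for 8 min.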
Vif-A3F inh: blocks the Vif interaction with APOBEC3F. HeLa A3F-eYFP + Vif (tagged APOBEC3F with the HIV-1 protein that degrades it), YFP fluorescence increase. Potency, µM (doses to about 46.1 µM), without a hit: top-dose activity, negative = active. 0.2% of 390,000 active. AID 602313; also: % of control where 0% means no effect; nearly all actives have a fitted effect of over 65% in size
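Fluorescence increase (Ex 488/Em 500-530) after overnight compound treatment at 37 deg C flags inhibition of Vif-driven A3F-eYFP loss in stable HeLa A3F-eYFP/Vif cells seeded overnight beforehand.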
TrxR1 substrate: is turned over as a substrate by rat TrxR1; purified TrxR1 substrate turnover, NADPH consumption readout; 0.01% of 390,000 active; O89049; Potency, µM (doses to about 114 µM), for the others: at the top dose activity change, negative = substrate turnover; also: % is scaled to controls: 0 for no effect and ±100 for the full control effect; nearly all actives have a fitted effect of over 50% in size
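Rat TrxR1, dispensed at 90 nM, was prereduced with 400 uM NADPH (final) for 5 min at ~22 deg C, then incubated with compound 15 min before 400 uM selenite. A first-read NADPH fluorescence drop versus no-compound background flagged substrates.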
USP1 inh: blocks the human USP1/UAF1 deubiquitinase complex; O94782; Potency, µM (top dose mostly 57.1 µM), without a hit: top-dose activity change, negative = inhibition, actives largely listed as inhibitors; recombinant USP1/UAF1, Ub-Rhodamine cleavage fluorescence; AID 743255; 0.23% of 390,000 active; also: % is scaled to controls: 0 for no effect and ±100 for the full control effect; nearly all actives have a fitted effect of over 60% in size; inactives centre near -12
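USP1/UAF1 complex at 1 nM was preincubated with compound for 15 min at room temperature, then Ub-Rho substrate (150nM final) was added. Fluorescence (480/540 nm) was read kinetically, 6 reads every 60 seconds.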
IDH1 R132H inh: inhibitors of human mutant IDH1 R132H. O75874. IDH1-R132H enzyme, NADPH consumption, diaphorase/resazurin fluorescence. Potency, µM (top dose mostly 76.6 µM), for inactives: top-dose activity change, negative = inhibition, usual class: inhibitors. 0.093% of 390,000 active. AID 602179; also: % is scaled to controls: 0 for no effect and ±100 for the full control effect; nearly all actives have a fitted effect of over 65% in size
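IDH1-R132H (0.5 ug/mL) preincubated 30 min with compound, then NADPH (0.016 mM) and alpha-KG (2 mM) added; 80 min at RT, pH 7.5. Remaining NADPH coupled via diaphorase/resazurin to fluorescence (540/590 nm); concentration-response curves normalized to no-enzyme control.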
RXFP1 agonist: activates the human relaxin receptor RXFP1; AID 2676; 0.3% of 370,000 active; Potency, µM (series often up to 57.5 µM), inactives show at the highest dose activation, actives largely listed as activators; Q9HBX9; HEK293T-RXFP1 cAMP TR-FRET, 30 min; response scale: percent of porcine relaxin response, buffer zero; also: % is scaled to controls: 0 for no effect and ±100 for the full control effect; nearly all actives have a fitted effect of over 60% in size; many of its hits are not listed in these tables
Target sequence (Q9HBX9 whole entry, looked up): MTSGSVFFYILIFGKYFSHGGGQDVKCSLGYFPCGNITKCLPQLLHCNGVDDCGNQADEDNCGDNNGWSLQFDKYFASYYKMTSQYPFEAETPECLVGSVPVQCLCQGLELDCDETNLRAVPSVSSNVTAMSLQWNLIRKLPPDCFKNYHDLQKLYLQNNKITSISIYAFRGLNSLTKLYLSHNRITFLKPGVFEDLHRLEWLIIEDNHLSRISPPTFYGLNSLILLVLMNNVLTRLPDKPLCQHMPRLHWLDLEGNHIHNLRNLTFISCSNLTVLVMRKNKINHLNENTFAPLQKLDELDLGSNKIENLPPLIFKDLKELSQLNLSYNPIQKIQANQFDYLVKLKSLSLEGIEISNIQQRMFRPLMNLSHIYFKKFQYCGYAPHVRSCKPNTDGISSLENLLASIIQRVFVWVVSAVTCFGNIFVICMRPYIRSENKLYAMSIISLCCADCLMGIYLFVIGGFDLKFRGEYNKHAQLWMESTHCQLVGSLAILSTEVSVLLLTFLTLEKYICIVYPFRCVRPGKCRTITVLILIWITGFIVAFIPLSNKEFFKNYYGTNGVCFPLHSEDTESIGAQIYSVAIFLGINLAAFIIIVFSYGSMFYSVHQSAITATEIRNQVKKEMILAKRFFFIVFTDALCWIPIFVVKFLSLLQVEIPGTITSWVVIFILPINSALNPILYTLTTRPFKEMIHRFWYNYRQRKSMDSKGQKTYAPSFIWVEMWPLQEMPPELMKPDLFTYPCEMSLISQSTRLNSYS
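cAMP rise read by TR-FRET after 30 min, 37C compound exposure (up to 58 uM) in RXFP1-transfected HEK293 cells with Ro 20174 present. EC50 from Hill-equation fits, with 29 nM porcine relaxin as 100% and buffer as basal.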
RGS4 inh: inhibitors of human regulator of G protein signaling 4; Transcreener GDP fluorescence polarization, RGS4-accelerated GTP hydrolysis; Potency, µM (top dose mostly 114 µM), for the others: top-dose activity change, negative = inhibition, actives largely listed as inhibitors; 0.039% of 390,000 active; AID 504845; also: % is scaled to controls: 0 for no effect and ±100 for the full control effect; nearly all actives have a fitted effect of over 75% in size; some results filed as inactive show a strong effect at the top dose
Target sequence (P49798 whole entry, looked up): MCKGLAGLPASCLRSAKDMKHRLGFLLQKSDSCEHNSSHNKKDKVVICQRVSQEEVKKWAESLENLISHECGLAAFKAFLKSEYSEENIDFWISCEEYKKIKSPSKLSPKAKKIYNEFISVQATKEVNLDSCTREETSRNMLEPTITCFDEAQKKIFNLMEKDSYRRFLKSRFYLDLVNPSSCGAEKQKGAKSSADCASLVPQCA
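MLSMR compounds (23 nl, pin-transferred) preincubated 10 min at room temperature with a 500nM (2x) first reagent, then RGS4 at 900nM (2x) plus Transcreener GDP mix added; fluorescence polarization (620/688 nm) read before and after 90 min at 30 °C.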
An asterisk follows results filed as active; u = inconclusive; x = not tested or not shown; & = joins results of further samples; [ ] = dose if it differs, or a comment. Calls follow the shape of the dose curve; as a rule, active = well fitted curve in the direction sought with a large enough effect; inconclusive = small, poorly fitted or top-dose-only effect, or another doubt; inactive = no such curve, though single readings can be large; an effect the other way counts as inactive or inconclusive. Potency is read from the fitted curve at half-maximal effect. This is a subset; rates above refer to the full screens.

#1 COC(=O)C1C(c2ccc(Cl)cc2)NC(c2ccc(Cl)cc2)C(C(=O)OC)S1(=O)=O (stereo not given)
#2 O=C(O)c1cccc(N(CCO)CCO)c1
#3 CCCC(=O)Nc1nnc(-c2ccc3c(c2)OCO3)s1
#4 Cc1oc(-c2ccc(-c3ccccc3)cc2)nc1CN(CCO)C(C)C
#5 CCOCCCN1C(=O)CN(C2CCCCC2)C(=O)C1c1ccc(OC)c(OC)c1 (stereo not given)
#6 CCOc1ccc(S(=O)(=O)N2CCN(C(=O)C3CCC3)CC2)cc1

assay / compound,1,2,3,4,5,6
TrxR1 substrate,-4%,64%[activator],27%,13%,3%[57.1 µM],0%
RXFP1 agonist,0.1%,0.0%,0.0%,-3.9%,1.1%,1.3%
TrxR1 inh,12%,37%[activator],57%[activator],32%,-3%[57.1 µM],3%
IDH1 R132H inh,2%,6%,7%,-8%,-7%,1%
Vif-APOBEC3G blk,0%,-1%,3%,2%,-2%,-2%
USP1 inh,-5%,0%,-15%,-14%,-1%,-3%
12-LOX inh,6%[57.4 µM],-10%,73%[activator],24%,0%,-4%
Vif-A3F inh,-9%,-6%,-3%,0%,0%,0%
RGS4 inh,6%,-2%,27%,0%,0%,-4%

Ordered by the number under RXFP1 agonist (falling): some entries from above
cpd	mol	TrxR1 substrate	RXFP1 agonist	TrxR1 inh	USP1 inh	12-LOX inh	RGS4 inh
6	CCOc1ccc(S(=O)(=O)N2CCN(C(=O)C3CCC3)CC2)cc1	0%	1.3%	3%	-3%	-4%	-4%
5	CCOCCCN1C(=O)CN(C2CCCCC2)C(=O)C1c1ccc(OC)c(OC)c1 (stereo not given)	3%[57.1 µM]	1.1%	-3%[57.1 µM]	-1%	0%	0%
2	O=C(O)c1cccc(N(CCO)CCO)c1	64%[activator]	0.0%	37%[activator]	0%	-10%	-2%
4	Cc1oc(-c2ccc(-c3ccccc3)cc2)nc1CN(CCO)C(C)C	13%	-3.9%	32%	-14%	24%	0%

Next structures follow:
#7 COc1ccc(C2Nc3ccccc3C(=O)N2NC(=O)c2ccccc2)cc1OC (stereo not given)
#8 Cc1oc(-c2ccc(Cl)cc2)nc1CN1CCC(C(=O)NCc2cccs2)CC1
#9 CC(=O)Nc1ccc(NC(=O)CCn2c(=O)oc3ccccc32)cc1
#10 CCOC(=O)c1c(NC(=O)c2c(C(=O)O)cccc2[N+](=O)[O-])sc2c1CCCC2
#11 CC12C(=O)N(Cc3ccco3)C(=O)C1C1c3ccccc3C2c2ccccc21 (stereo not given)
#12 Cc1ccc2ccc(C)[n+](CCCS(=O)(=O)[O-])c2c1

assay / compound,7,8,9,10,11,12
TrxR1 substrate,25%,2%[57.1 µM],0%[57.1 µM],1%[57.1 µM],-12%,10%[57.1 µM]
RXFP1 agonist,3.0%,-1.6%,0.8%,1.1%,-0.4%,6.9%
TrxR1 inh,30%,17%[57.1 µM],24%[0.0914 µM],-5%[57.1 µM],-5%[57.1 µM],22%[57.1 µM]
IDH1 R132H inh,6%,4%,-9%,-4%,-4%,-2%
Vif-APOBEC3G blk,2%,2%,2%,4%,1%,-2%
USP1 inh,-2%,-8%,-12%,-14%,-26%,-8%
12-LOX inh,0%,-39%,x,0%,0%,u
Vif-A3F inh,-3%,-5%,14%,20%,4%,-5%
RGS4 inh,17%,-6%,-5%,-48%,2%,u

#13 O=C(NCCCCCNC(=O)c1ccco1)c1ccco1
#14 COc1ccc(COCC(O)CN2CCC(C(N)=O)CC2)cc1 (stereo not given)
#15 Cn1cc(C(=O)N2CCN(C(=O)c3ccco3)CC2)c2c3ccccc3n(C)c2c1=O
#16 CCn1c(SCC(=O)N(C)C)nc2cc(S(=O)(=O)N3CCCCC3)ccc21
#17 CCNC(=O)C1CCN(Cc2cc3ccccc3n2Cc2ccc(C)cc2)CC1
#18 CCOC(=O)COc1ccccc1-c1ccno1

assay / compound,13,14,15,16,17,18
TrxR1 substrate,16%[57.1 µM],4%,69%[activator],2%,-5%[57.1 µM],6%[57.1 µM]
RXFP1 agonist,-0.6%,3.1%,0.5%,1.0%,-1.7%,0.0%
TrxR1 inh,4%[57.1 µM],8%,-8%,7%,10%[57.1 µM],16%[57.1 µM]
IDH1 R132H inh,12%,16%,3%,1%,2%,0%
Vif-APOBEC3G blk,-1%,4%,-1%,-5%,-1%,0%
USP1 inh,-12%,-12%,0%,-11%,u,3%
12-LOX inh,-16%,255%[activator],-26%,-1%,u,-12%
Vif-A3F inh,-8%,-1%,-9%,7%,-10%,-6%
RGS4 inh,-21%,-9%,-1%,-14%,21%,12%

#19 Cc1ccc(C(=O)NNCC(=O)Nc2ccc(Cl)cc2F)cc1
#20 O=C(CCC(=O)N/N=C/c1ccco1)N/N=C/c1ccco1
#21 CCC(CO)NCc1ccccc1OC(C)C (stereo not given)
#22 Cc1ccc(C(=O)NCCc2ccccc2)cc1N1CCCC1=O
#23 O=C(OCC(O)CN1CCCCC1)C12CC3CC(CC(C3)C1)C2 (stereo not given)
#24 O=C(CCC1CCCC1)Nc1cc(Cl)ccc1N1CCOCC1

assay / compound,19,20,21,22,23,24
TrxR1 substrate,-10%,0%[57.1 µM],11%,8%,0%,-1%
RXFP1 agonist,x,1.0%,3.5%,0.7%,2.6%,1.5%
TrxR1 inh,-1%,u,29%,21%,-1%,9%
IDH1 R132H inh,1%,1%,4%,-3%,0%,30%
Vif-APOBEC3G blk,1%,2%,-3%,0%,1%,-17%
USP1 inh,-11%,-19%,-20%,-20%,-21%,-4%
12-LOX inh,16µM*,2%,4%,x,-1%,141%[activator]
Vif-A3F inh,-5%,-1%,-3%,-1%,-14%,-2%
RGS4 inh,-6%,25%,19%,-12%,32%,2%

#25 COc1ccc(/C=N/NS(=O)(=O)c2ccccc2)cc1OS(=O)(=O)c1ccccc1
#26 O=C(CSc1ccc(Cl)cc1)Nc1ccccc1
#27 Cc1nc(NCCc2ccccc2)c(C#N)c(C)c1[N+](=O)[O-]
#28 CCOC(=O)C[n+]1c(C)csc1C
#29 CC1(c2cccc(Br)c2)NC(=O)N(CC(=O)Nc2ccc(N3CCCCC3)cc2)C1=O (stereo not given)
#30 Cc1cc(C)c(S(=O)(=O)Nc2ccc(-c3ccc(N4CCCCC4)nn3)cc2)cc1C

assay / compound,25,26,27,28,29,30
TrxR1 substrate,-9%[57.1 µM],x,-3%,0%,x,3%[57.1 µM]
RXFP1 agonist,1.7%,x,1.9%,-0.2%,x,3.1%
TrxR1 inh,7%,x,12%,21%,x,32%[57.1 µM]
IDH1 R132H inh,-2%,-2%,3%,3%,-5%,11%
Vif-APOBEC3G blk,-6%,-6%,-15%,0%,1%,-1%
USP1 inh,-14%,-1%,-22%,-14%,-15%,-24%
12-LOX inh,27%,6%,-21%,-7%,-28%,-24%
Vif-A3F inh,-12%,u,3%,5%,0%,2%
RGS4 inh,-2%,x,0%,-22%,x,-5%

Marked active in 12-LOX inh, among the entries above:
nr | Structure | TrxR1 substrate | RXFP1 agonist | TrxR1 inh | USP1 inh | 12-LOX inh | RGS4 inh
19 | Cc1ccc(C(=O)NNCC(=O)Nc2ccc(Cl)cc2F)cc1 | -10% | x | -1% | -11% | 16µM* | -6%

Continuation.
#31 O=C(CCNC(=O)Cn1ccc2ccccc2c1=O)NCCCN1CCN(c2ccc(F)cc2)CC1
#32 Cc1ccccc1Cn1c([N+](=O)[O-])cnc1C
#33 COc1ccc(NC(=O)N2CCN(Cc3nc4ccc(C)cc4o3)CC2)cc1OC
#34 CCCCNC(=O)CNC(=S)N(Cc1ccc(C)cc1)Cc1ccco1
#35 Cc1ccc(C)c(NC(=S)N(CCN(C)C)C(C)c2ccccn2)c1 (stereo not given)
#36 CCc1nnc(NC(=O)CSc2nc3c(c(=O)n2-c2ccccc2OC)SCC3)s1

assay / compound,31,32,33,34,35,36
TrxR1 substrate,-3%,2%,4%[57.1 µM],6%[57.1 µM],2%,-12%
RXFP1 agonist,0.1%,0.7%,-0.7%,-1.5%,-0.9%,1.7%
TrxR1 inh,-2%,9%,8%[57.1 µM],-1%[57.1 µM],17%[0.0914 µM],-8%
IDH1 R132H inh,0%,-4%,9%,10%,7%,24%
Vif-APOBEC3G blk,5%,3%,3%,-7%,0%,-22%
USP1 inh,7%,-2%,-8%,-7%,-17%,-17%
12-LOX inh,0%,5%,-20%,-16%,13%,x
Vif-A3F inh,6%,-4%,8%,1%,1%,0%
RGS4 inh,-2%[11.4 µM],14%,-3%,-49%,-23%,-32%[56.9 µM]

#37 CCCc1cc(=O)oc2cc(C)cc(OCC(=O)NCCN3CCOCC3)c12
#38 Cc1cccc(C)c1OCC(=O)NNC(=O)CCNC(=O)c1ccc(Br)cc1
#39 Cc1ccc(Cn2ccc(NC(=O)c3nn(C)cc3Cl)n2)cc1
#40 CCOc1ccc(/C(O)=C2/C(=O)C(=O)N(CC3CCCO3)C2c2ccco2)cc1 (stereo not given)

assay / compound,37,38,39,40
TrxR1 substrate,84%[activator],-14%,7%[57.1 µM],-10%
RXFP1 agonist,-4.8%,-3.3%,-2.5%,22%
TrxR1 inh,18%,-12%,12%[57.1 µM],-14%
IDH1 R132H inh,7%,5%,4%,-2%
Vif-APOBEC3G blk,-6%,0%,-6%,2%
USP1 inh,-10%,-11%,-11%,-17%
12-LOX inh,-5%&-7%,1%,17%,0%
Vif-A3F inh,-1%,4%,3%,-6%
RGS4 inh,9%,0%,-22%,-6%
